Bioassay records as filed in PubChem BioAssay.
MITF primary – blocks human microphthalmia-associated transcription factor | O75030 | AlphaScreen MITF homodimerization, bead proximity signal | inhibition, % at 2.6 µM | 650,000 tested, 0.91% active; in the data active = inhibition above about 50%;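 also: 0% = vehicle wells with protein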
Target sequence (O75030 whole entry, looked up): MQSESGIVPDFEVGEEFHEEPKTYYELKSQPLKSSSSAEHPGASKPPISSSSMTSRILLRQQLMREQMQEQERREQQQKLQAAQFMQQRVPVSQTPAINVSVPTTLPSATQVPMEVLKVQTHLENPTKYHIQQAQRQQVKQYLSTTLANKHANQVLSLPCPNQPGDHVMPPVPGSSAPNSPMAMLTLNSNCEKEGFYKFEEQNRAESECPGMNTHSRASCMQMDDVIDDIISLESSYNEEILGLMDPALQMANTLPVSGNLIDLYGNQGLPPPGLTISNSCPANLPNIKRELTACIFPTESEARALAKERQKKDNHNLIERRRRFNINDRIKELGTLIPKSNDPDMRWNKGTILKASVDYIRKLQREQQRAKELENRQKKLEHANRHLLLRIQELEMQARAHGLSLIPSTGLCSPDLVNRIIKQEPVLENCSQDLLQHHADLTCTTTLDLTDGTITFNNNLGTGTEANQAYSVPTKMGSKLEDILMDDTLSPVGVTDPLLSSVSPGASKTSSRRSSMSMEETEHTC
FBW7 act – human FBW7 E3 ligase activation, primary screen; Q969H0; AlphaScreen FBW7–phospho-cyclin E peptide binding, activator screen; normalized activity (activation), % at 26.1 µM; 650,000 tested, 0.13% active; AID 1259310; in the data active = normalized activity above about 1.9%;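 also: purified mutant Fbw7 with reduced substrate affinity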
TEAD-YAP block – TEAD-YAP interaction inhibition; HEK-TIYL cells, TEAD-Gal4/YAP UAS-luciferase luminescence; inhibition, % at 9.12 µM; 640,000 tested, 1.4% active; AID 1259422; in the data active = inhibition above about 32%;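 also: 0% = median of test compound wells and 100% = reference inhibitor wells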
GPR151 activ – human GPR151 activation; activation, % at 11.2 µM; 650,000 tested, 1% active; PathHunter beta-arrestin GPR151 cells, luminescence; in the data active = activation above about 4.9%;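 also: 0% = median of compound wells and 100% = cells with positive control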
Target sequence (Q8TDV0 whole entry, looked up): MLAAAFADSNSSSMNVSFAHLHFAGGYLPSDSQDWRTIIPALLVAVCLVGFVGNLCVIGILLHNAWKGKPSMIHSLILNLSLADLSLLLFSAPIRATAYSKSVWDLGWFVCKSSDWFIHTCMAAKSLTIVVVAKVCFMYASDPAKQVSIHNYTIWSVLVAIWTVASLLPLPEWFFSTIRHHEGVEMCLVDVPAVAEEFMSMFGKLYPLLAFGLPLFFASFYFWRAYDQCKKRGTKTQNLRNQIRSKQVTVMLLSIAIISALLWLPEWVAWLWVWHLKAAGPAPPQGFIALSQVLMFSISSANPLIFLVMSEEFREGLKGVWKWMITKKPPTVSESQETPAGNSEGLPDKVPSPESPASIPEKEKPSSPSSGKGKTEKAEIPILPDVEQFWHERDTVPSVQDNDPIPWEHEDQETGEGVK
An asterisk follows results filed as active.

cpd	Structure	MITF primary	FBW7 act	TEAD-YAP block	GPR151 activ
1	CCn1c(-c2ccccc2Cl)n[nH]c1=S	-16	0.1	6	0.8
2	CC1CCN(S(=O)(=O)c2ccc(F)c(C(=O)Nc3cccc(Cl)c3Cl)c2)CC1	-4	-0.2	-8	-2.1
3	CCN(CC)CCCNC(=O)c1ccccc1	10	0.2	6	-2.5
4	COc1ccccc1NC(=O)C1=C(C)Nc2nc(CCCO)nn2C1c1ccccc1OC (stereo not drawn)	-11	-0.1	7	-0.8
5	Cc1cc(=O)[nH]c(SCC(=O)N2CCN(c3ccccc3)CC2)n1	7	0.1	4	0.4
6	Cc1cc(C)cc(NC(=O)CCOc2ccccc2)c1	-1	0.1	4	-0.2
7	COCCNCC(=O)Nc1cc(C)on1	48	0.0	-6	0.2
8	O=C1N=C(N2CCCCCC2)S/C1=C/c1ccccc1O	-15	-0.1	-10	-1.7
9	CC(c1ccccc1)c1nnc(N)s1 (stereo not drawn)	18	0.0	8	-0.7
10	C/C(=N\N=C1\NC(=O)C(CC(=O)Nc2ccccc2)S1)C(C)(C)C (stereo not drawn)	2	-0.1	3	0.9
11	O=C1c2oc3ccc(Br)cc3c(=O)c2C(c2ccccn2)N1Cc1ccccc1 (stereo not drawn)	3	-0.1	-6	1.3
12	COc1cc(/C=C2\N=C(c3cc([N+](=O)[O-])ccc3Cl)OC2=O)cc(OC)c1OC	5	0.1	-1	-1.0
13	NS(=O)(=O)c1ccc(NC(=O)c2cc(-c3ccccc3)nc3ccccc23)cc1	19	1.9*	2	-1.1
14	O=C(O)CC(NC(=O)COc1ccccc1Cl)c1ccc(Cl)cc1 (stereo not drawn)	-5	0.0	-2	0.5
15	Brc1c(-c2ccccc2)nc2n1CCC2	-7	-0.2	-17	2.0
16	CCC(=O)N(CC(C)C)c1nnc(-c2ccccc2C)s1	-1	1.5	-2	0.2
17	O=C(C1CCCO1)N1CCC2(CC1)CC2C(=O)N1CCN(C/C=C/c2ccccc2)CC1 (stereo not drawn)	12	-0.1	13	1.5
18	O=C(CSc1nnc(NC(=O)c2ccc(Cl)c([N+](=O)[O-])c2)s1)Nc1ccccc1F	5	0.3	-7	-0.7
19	Cc1ccccc1-n1c(=S)sc2c(=O)n(-c3ccc(F)cc3)c(SCc3cc(=O)n4cc(Cl)ccc4n3)nc21	-3	-0.1	3	1.0
20	COc1cc(N=Cc2sc(=S)n(CC(=O)O)c2O)cc(OC)c1	4	0.3	-8	-2.4

Further entries:
cpd	Structure	MITF primary	FBW7 act	TEAD-YAP block	GPR151 activ
21	CCc1nc2sc(C(c3cccc(OC)c3)N3CCC(C(N)=O)CC3)c(O)n2n1 (stereo not drawn)	6	0.1	-2	5.8*
22	COc1ccc(CC(=O)NCc2nnc(SCC(=O)N3CCc4ccccc43)n2-c2cc(OC)ccc2OC)cc1	15	0.2	18	1.9
23	CCN(C(=O)COc1ccccc1)c1ccccc1	23	0.0	-5	0.8
24	O=C(NN1C(=O)CCC1=O)c1ccc(Cl)c(Cl)c1	3	0.0	3	-0.4
25	CC(C)CC(=O)N1CCC2(CCC(CNC(=O)c3c(F)ccc(F)c3F)O2)CC1 (stereo not drawn)	1	0.0	4	0.9
26	COc1cc(/C=C2/C(=N)N3N=C(c4ccc(C)cc4)SC3=NC2=O)ccc1OCCSc1ccc(C)cc1	-1	-0.1	-2	0.1
27	CC(C)CC(=O)Nc1nnc(SCC(=O)N2CCCc3ccccc32)s1	4	0.1	8	1.0
28	COc1cccc(C(=O)Nc2nnc(Cc3ccccc3)s2)c1	2	-0.1	-5	0.9
29	Cc1ccc(C(=O)N(C(=O)c2ccc(C)cc2)c2nc(C)c(C(C)(C)C)s2)cc1	4	0.1	-56	-1.7
30	COc1ccc(C(=O)O/N=C(/c2ccncc2)c2ccc([N+](=O)[O-])cc2)cc1OC	7	0.2	9	-0.1
31	O=C(NC(=S)Nc1ccc(Cl)c(-c2nc3cc(Cl)ccc3o2)c1)c1ccco1	-6	0.0	-41	-0.2
32	CC1=CC(C)(C)Nc2ccc(OC(=O)C(Cc3ccccc3)N3C(=O)C4CCCCC4C3=O)cc21 (stereo not drawn)	9	-0.2	-13	1.0
33	CC1CN(C(=S)SCC(=O)c2ccccc2)CC(C)O1 (stereo not drawn)	3	0.0	-7	-0.1
34	CC(C)CC(=O)N1CCC(O)(CS(=O)(=O)c2ccccc2Cl)CC1	-3	-0.1	4	-1.7
35	NS(=O)(=O)c1ccc(CCNC(=O)c2ccc(Cl)cc2[N+](=O)[O-])cc1	8	0.1	1	-0.2
36	c1ccc2c(c1)CC(c1nc3ccc(-c4cn[nH]c4)cc3[nH]1)CO2 (stereo not drawn)	13	0.2	-42	-1.4
37	CC(c1ccon1)N(C)Cc1c(C(=O)N2CCCCC2)nc2sccn12 (stereo not drawn)	-1	-0.1	0	1.2
38	CCCc1nc2c(=O)n(C)c(=O)[nH]c2n1C	15	0.2	-8	1.1
39	CN(CC(=O)Nc1ccc(C(F)(F)F)cc1)S(=O)(=O)c1ccc(Cl)cc1	8	1.1	-15	-0.8
40	CCCOc1ccc(/C=N/Nc2nc(C)cc(C)n2)c(OCCC)c1	7	-0.2	0	-0.9

As entered above:
Reading of compound 35 under GPR151 activ: -0.2
Reading of compound 31 under FBW7 act: 0.0

Other results
cpd	Structure	MITF primary	FBW7 act	TEAD-YAP block	GPR151 activ
41	Cc1ccc(-c2c(NC3CCCC3)c(=O)c2=O)cc1C	12	0.0	32*	0.6
42	Cc1cc(NC(=O)CN(CCC(C)C)S(=O)(=O)c2ccccc2F)no1	5	0.1	-1	-1.5
43	COc1ccc(S(=O)(=O)N(CCc2ccccc2)CC(=O)Nc2ccc(OC)cc2OC)cc1	-1	-0.1	16	0.9
44	CC1(C)C(C(=O)ON2C(=O)CCC2=O)C1(C)C	-4	-0.2	-3	-0.9
45	Cc1ccc(NC2=C(Cl)C(=O)OC2OC(=O)c2ccccc2)c(C)c1 (stereo not drawn)	2	0.1	-2	0.8
46	COc1ccc(N2CCN(c3nc(Nc4ccc(F)cc4)nc(OC)n3)CC2)cc1	-3	-0.1	-8	0.0
47	COC(=O)C1C(=O)C2=C(CC1C)NC(=O)CC2c1cccc(Cl)c1Cl (stereo not drawn)	13	0.1	3	0.8
48	COc1ccc(C2(O)CCN(C(=O)Cc3cccnc3)CC2)cc1	-10	0.1	-7	-0.2
49	COc1ccccc1OCC(=O)Nc1nc(-c2ccc(Cl)cc2)cs1	-5	-0.2	-5	2.3
50	CC(=O)c1ccc(N2CCN(C(=O)CCn3c(=S)[nH]c4cc5c(cc4c3=O)OCO5)CC2)cc1	-8	0.5	1	1.0
51	CCCCCCOc1ccc(C(=O)Nc2nc3ccc(OCC)cc3s2)cc1	9	0.0	2	0.0
52	O=C(NCc1cccc(Cl)c1)[C@@H]1CC(O)CN1S(=O)(=O)c1ccc2ccccc2c1 (stereo partly drawn)	8	0.2	0	-0.8
53	Cc1cccc(/C=C2\N=C(c3ccccc3Cl)OC2=O)c1	17	0.6	-12	0.1
54	NC(=O)c1c(N)c(C(=O)c2ccc(Cl)cc2)n2ccccc12	0	-0.1	-15	1.7
55	COc1ccc(CCNC(=O)CN2C(=O)NC(C)(c3ccc([N+](=O)[O-])cc3)C2=O)cc1 (stereo not drawn)	21	-0.1	3	2.3
56	C=CCN(C(=O)c1cc(COc2c(F)cccc2F)on1)C1CCS(=O)(=O)C1 (stereo not drawn)	-5	0.0	-34	-0.5
57	Clc1nccc(Nc2ccc3c(c2)OCO3)n1	13	-0.1	-11	-0.8
58	Cc1ccc(C2(C(=O)N3CCC4(CC3)NC(=O)c3ccccc3O4)CC2)cc1	-11	-0.1	3	5.6*
59	CCCCOC(=O)C1=C(C)Nc2nnnn2C1c1ccccc1OC(F)F (stereo not drawn)	-8	-0.1	0	0.9
60	COC(=O)C1=C(C)Nc2ncnn2C1c1ccc(C(F)(F)F)cc1 (stereo not drawn)	0	-0.3	12	0.0

A different layout for 6 compounds above.
(43) COc1ccc(S(=O)(=O)N(CCc2ccccc2)CC(=O)Nc2ccc(OC)cc2OC)cc1
(44) CC1(C)C(C(=O)ON2C(=O)CCC2=O)C1(C)C
(45) Cc1ccc(NC2=C(Cl)C(=O)OC2OC(=O)c2ccccc2)c(C)c1 (stereo not drawn)
(46) COc1ccc(N2CCN(c3nc(Nc4ccc(F)cc4)nc(OC)n3)CC2)cc1
(47) COC(=O)C1C(=O)C2=C(CC1C)NC(=O)CC2c1cccc(Cl)c1Cl (stereo not drawn)
(48) COc1ccc(C2(O)CCN(C(=O)Cc3cccnc3)CC2)cc1
Assay by compound,43,44,45,46,47,48
MITF primary,-1,-4,2,-3,13,-10
FBW7 act,-0.1,-0.2,0.1,-0.1,0.1,0.1
TEAD-YAP block,16,-3,-2,-8,3,-7
GPR151 activ,0.9,-0.9,0.8,0.0,0.8,-0.2

Next part.
cpd	Structure	MITF primary	FBW7 act	TEAD-YAP block	GPR151 activ
61	CCCNc1nc(Nc2ccc(C(F)(F)F)cc2)nc2c1ncn2Cc1ccc(C(F)(F)F)cc1	-6	-0.1	5	-1.1
62	CC1=CC(C)C(CNCc2ccco2)C(C)C1 (stereo not drawn)	-21	-0.1	7	0.3
63	COc1ccc(Br)cc1C(=O)N/C(=C\c1ccc([N+](=O)[O-])cc1)C(=O)Nc1ccc(C)cc1Br	9	0.3	3	-1.0
64	Cc1ccc(Sc2cc(C(=O)N3CCCCC3)c3ccccc3n2)cc1	-1	-0.1	-2	-0.1
65	O=S(=O)(c1cccs1)n1cnc2ccccc21	5	0.0	-6	0.4
66	Cn1c(=O)oc2cc(S(=O)(=O)N3CCCC(C(=O)Nc4ccccc4F)C3)ccc21 (stereo not drawn)	9	-0.2	4	0.9
67	Cc1ccc(S(=O)(=O)N(CC(=O)NCc2ccncc2)c2ccc(Cl)c(C(F)(F)F)c2)cc1	-8	-0.2	-1	-1.0
68	Cc1c(Cl)cccc1NC(=O)CSC1=C(C#N)C(c2ccccc2[N+](=O)[O-])CC(=O)N1 (stereo not drawn)	14	0.3	4	-0.2
69	C=CCN(CC=C)S(=O)(=O)c1ccc(NC(=O)c2ccccc2OC)cc1	-5	0.0	10	1.0
70	O=C(Nc1ccccc1F)C1CC(=O)N(c2ccc(Cl)cc2)C1 (stereo not drawn)	-2	-0.1	5	3.1
71	O=C(CC1(O)C(=O)N(Cc2ccc3c(c2)OCO3)c2ccccc21)c1ccc(F)cc1 (stereo not drawn)	-7	-0.2	-2	0.5
72	Cc1nc2cc(-c3ccc(F)cc3)nn2c(NC2CCC(O)CC2)c1C (stereo not drawn)	-4	0.0	-76	-0.2
73	COc1ccc(C(=O)OCC(=O)Nc2sc3c(c2C(N)=O)CCC3)cc1[N+](=O)[O-]	3	0.1	9	1.1
74	O=C(NCc1ccco1)c1nn2c(C(F)(F)F)cc(-c3ccc(Br)cc3)nc2c1Br	13	-0.1	-3	0.6
75	COc1ccc(-c2nccc(NCCCN3CCCC3=O)n2)cc1	-11	0.0	-39	4.4
76	COc1ccc(C(=O)CSc2nnc(-c3ccoc3C)n2C)cc1	-11	0.1	4	0.6
77	Cc1n[nH]c(C)c1NC(=O)CN1CCC(O)(c2ccc(F)cc2)CC1	20	0.1	-2	1.1
78	CC1=CC(C)(C)N(C(=O)Nc2cccc(Cl)c2)c2ccc(OC(=O)Nc3cccc(Cl)c3)cc21	1	-0.2	3	1.7
79	OC(c1ccccc1)c1nnc(SCc2ccccc2Cl)n1-c1ccccc1 (stereo not drawn)	9	0.1	2	1.9
80	CCN(Cc1nc(-c2ccc(C)cc2)no1)C(=O)Nc1ccc(C)cc1	-7	0.0	-19	-1.8

(more compounds)
cpd	Structure	MITF primary	FBW7 act	TEAD-YAP block	GPR151 activ
81	CSc1ccc(C2N(c3ccccc3)CCN2c2ccccc2)cc1	6	0.1	-13	-0.4
82	CC(C)CNC(=O)C(=O)Nc1ccccc1F	3	0.3	-28	-5.2
83	COc1ccc(-c2noc(CN(C(=O)/C=C/c3ccccc3)C(C)C)n2)cc1	1	-0.6	5	0.1
84	O=C(N/N=C/c1ccc(F)cc1F)c1ccncc1	16	0.1	0	0.4
85	CC(=O)NC(=O)c1cc2ccccc2oc1=Nc1ccc(C(F)(F)F)cc1	-13	0.0	2	0.3
86	CCCOC(=O)c1cccc(Nc2c(C(=O)OCC)cnc3ccc(C(=O)OCC)cc23)c1	0	0.1	-25	-0.1
87	Cc1cc(-c2cccc3cnc(Nc4ccc(-n5cnc(C)n5)cc4)nc23)ccn1	6	1.0	62*	0.6
88	CC(=O)N1CCC(N(CCCOC(C)C)C(=S)Nc2ccc(C(C)C)cc2)CC1	6	0.1	-3	0.8
89	Cc1cccc(-n2c(=O)c3c(n4c(=S)[nH]nc24)-c2ccccc2CC32CCCCC2)c1	-3	-0.1	6	-0.7
90	COc1cccc(CNC(=O)Cn2c3cc(OC)c(OC)cc3c3nc(=O)cc(C)n32)c1	-3	0.0	-6	-0.3
91	CCOC(=O)CN1C(=O)C2(C(C#N)=C(N)OC3=C2C(=O)CCC3)c2ccccc21 (stereo not drawn)	4	-0.1	13	0.6
92	COc1ccccc1/C=C1/N=C(c2ccc(NC(C)=O)cc2)OC1=O	-3	0.2	12	-0.5
93	COc1ccc(I)cc1S(=O)(=O)N1CC(C)OC(C)C1 (stereo not drawn)	-15	0.0	-11	0.5
94	COc1ccc(N2CCN(C3OC(=O)c4ccccc43)CC2)cc1 (stereo not drawn)	21	0.0	-6	-0.5
95	CC(C)(C)OC(=O)N[C@H]1CCC[C@@H](NC(=O)c2cccc(-n3cc(NC(=O)Cc4ccccc4)cn3)c2)C1	1	0.0	-1	5.4*
96	CCOC(=O)Nc1ccc2c(c1)N(C(=O)CCN(C)C)c1ccccc1CC2	18	0.0	4	1.1
97	Cc1cc(C)cc(OCC(O)CN2CCN(C(=O)c3ccco3)CC2)c1 (stereo not drawn)	-2	0.1	4	0.8
